Assay outcomes as filed in PubChem.
HTR2A ag: mouse Htr2a agonists via beta-arrestin recruitment, primary screen, cell-based, luminescence. CHO-K1 mHTR2A beta-arrestin complementation; percent of 30 µM serotonin response. hit rate 0.66% among 360,000. activation, % at 7.6 µM. AID 624169, 2012. 5-hydroxytryptamine receptor 2A (Mus musculus), P35363;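 active = activation above a run cutoff, the mean activation of all tested compounds plus 3 SD, cut at about 14% in these data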;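 note: 0% = plate median of compound wells and 100% = 30 µM serotonin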
Target sequence (P35363 whole entry, looked up): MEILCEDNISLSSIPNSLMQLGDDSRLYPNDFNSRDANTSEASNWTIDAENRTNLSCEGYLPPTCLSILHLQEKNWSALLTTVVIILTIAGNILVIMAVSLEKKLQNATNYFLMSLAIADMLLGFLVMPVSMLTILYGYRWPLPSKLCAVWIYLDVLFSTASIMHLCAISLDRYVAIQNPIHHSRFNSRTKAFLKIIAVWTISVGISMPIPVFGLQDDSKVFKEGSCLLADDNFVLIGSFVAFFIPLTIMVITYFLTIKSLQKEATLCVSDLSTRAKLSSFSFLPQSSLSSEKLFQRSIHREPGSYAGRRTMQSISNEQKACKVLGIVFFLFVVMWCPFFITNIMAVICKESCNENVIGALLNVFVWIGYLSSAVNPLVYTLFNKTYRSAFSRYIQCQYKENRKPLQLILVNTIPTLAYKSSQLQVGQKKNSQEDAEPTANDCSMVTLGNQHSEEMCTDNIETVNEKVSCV
TLR9-MyD88 inh: inhibitors of TLR9-MyD88 association in cells, primary screen, cell-based, CHO, BLA complementation, fluorescence; hit rate 0.21% among 340,000; inhibition, % at 4.98 µM; Toll-like receptor 9 (Homo sapiens) + Myeloid differentiation primary response protein …; CCF4 FRET ratio; AID 504734, 2011;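 active = inhibition above the mean over all tested compounds plus 3 SD, cut at about 21% in these data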;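 note: 0% = DMSO only wells and 100% = clavulanate BLA inhibitor control wells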
Cardio protect: cardioprotection against H2O2-induced cell death, primary screen, uHTS, H9c2 cells, ATPLite luminescence; H9c2 cardiomyocytes, H2O2 injury protection, 2 h; hit rate 0.63% among 360,000; protection from H2O2 cell death, % at 20 µM; AID 588492, 2011;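 active = compounds giving at least 50% protection of heart cells from peroxide-induced death in the single-dose screen, raw or plate-pattern-corrected value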;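 note: 0% = DMSO wells with peroxide and 100% = DMSO wells without peroxide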
MC4R antagonist: MC4R antagonists of cAMP signaling, primary screen, cell-based, TR-FRET, antagonist arm of biased-ligand search; Melanocortin receptor 4 (Homo sapiens), P32245; MC4R-expressing cells, MTII-stimulated cAMP, LANCE TR-FRET; inhibition, % at 6.5 µM; hit rate 0.48% among 360,000; AID 540295, 2011;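 active = inhibition above its plate's cutoff, the mean of tested wells on that plate plus 3 SD, cut at about 29% in these data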;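 note: 0% = Melanotan II alone and 100% = Melanotan II plus saturating MCL0020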
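Material: U2OS-MC4R stable cell line | Reagent: Melanotan II challenge after compound preincubation | Doses: One concentration, 6.5 µM nominal | Incubation: 30-min compound preincubation, 1-h Melanotan II challenge, 1-h detection, room temperature | Signal: TR-FRET cAMP assay | Replicates: One well per compound, no replicates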
ABCB6 inh 2: ABCB6 transporter inhibitors, primary screen, K562-ABCB6 cells, flow cytometry, MLPCN library; ATP-binding cassette sub-family B member 6 (Homo sapiens), Q9NP58; hit rate 0.19% among 360,000; K562-ABCB6 porphyrin accumulation, 1 h; stronger effect = lower value; fluorescence ratio to DMSO, % at 10 µM;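 active = fluorescence ratio to DMSO below 75%, the collection mean minus 3 SD; inconclusive = too few cells collected in the well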;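 note: signal is porphyrin accumulated inside mitochondria; 100% equals median channel fluorescence of DMSO control wells; lower ratio means ABCB6 inhibition with less porphyrin fluorescence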
N-glyco inh: increase of ERlucT glycosylation luciferase signal, primary screen, N-linked glycosylation inhibitor project, D54 ERlucT cells, luminescence, set 2; D54 ERlucT glycosylation luciferase reporter, 24 h; percent of 100 nM tunicamycin response; AID 588692, 2011; reporter increase, % at 12.5 µM; hit rate 0.23% among 360,000;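 active = mean luciferase reporter signal, scaled so untreated is 0 and the glycosylation-blocking control 100, at or above a set limit in every replicate; inconclusive = mean reaches the limit but not every replicate does; inactive = mean below the limit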;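 note: luciferase carries N-glycosylation sites so blocking glycosylation raises the light; 0% = median of neutral control wells and 100% = median of 100 nM tunicamycin wells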
NOD2-RIPK2 inh: NOD2-RIPK2 binding disruptors in cells, primary screen, fluorescence, CHO cells, BLA complementation | inhibition, % at 4.98 µM | hit rate 0.38% among 360,000 | CCF4 ratio | Receptor-interacting serine/threonine-protein kinase 2 (Homo sapiens), O43353; in the data active = inhibition above about 21%;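 note: 0% = vehicle only and 100% = reference blocker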
Target sequence (O43353 whole entry, looked up): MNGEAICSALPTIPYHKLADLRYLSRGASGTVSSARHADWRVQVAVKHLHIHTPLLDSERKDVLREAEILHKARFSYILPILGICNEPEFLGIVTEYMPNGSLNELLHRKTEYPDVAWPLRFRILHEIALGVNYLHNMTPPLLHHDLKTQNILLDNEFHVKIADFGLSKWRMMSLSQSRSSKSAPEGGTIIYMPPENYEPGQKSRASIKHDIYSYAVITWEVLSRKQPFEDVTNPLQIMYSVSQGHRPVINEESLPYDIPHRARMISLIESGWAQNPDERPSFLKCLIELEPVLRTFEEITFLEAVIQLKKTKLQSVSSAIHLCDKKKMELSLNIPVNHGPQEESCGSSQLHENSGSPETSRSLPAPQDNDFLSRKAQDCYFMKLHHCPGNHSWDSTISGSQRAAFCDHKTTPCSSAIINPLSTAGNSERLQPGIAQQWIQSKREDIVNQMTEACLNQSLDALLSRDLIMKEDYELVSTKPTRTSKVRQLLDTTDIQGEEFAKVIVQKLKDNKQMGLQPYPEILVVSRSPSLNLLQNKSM
ABHD5-PLIN5 inh: ABHD5-PLIN5 interaction inhibitors, primary screen, cell lysate, split luciferase complementation, luminescence. Perilipin-5 (Homo sapiens) + 1-acylglycerol-3-phosphate O-acyltransferase ABHD5 (Homo …. Split G. princeps luciferase complementation, 4 h. inhibition, % at 4 µM. hit rate 0.78% among 360,000. AID 602281, 2012;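 active = inhibition above the mean inhibition across every tested compound plus 3 SD, cut at about 22% in these data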;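 note: 0% = DMSO only wells and the 100% control is not disclosed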
MC4R ag barr: MC4R agonists recruiting beta-arrestin, primary screen, cell-based, luminescence, agonist arm of biased-ligand search; hit rate 0.98% among 360,000; U2OS MC4R beta-arrestin complementation; percent of melanotan II response, DMSO zero; AID 540308, 2011; activation, % at 8.9 µM;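 active = activation above a per-plate cutoff, the mean activation of sample wells on that plate plus 3 SD, cut at about 8% in these data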
NCOA2 inhibitor: inhibition of GAL4-SRC2 driven luciferase reporter, primary screen, SRC2 inhibitor project, cell-based, luminescence. HEK293 GAL4-SRC2 luciferase reporter. inhibition, % at 9 µM. hit rate 0.17% among 370,000;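 active = inhibition above the mean inhibition of all tested compounds plus 3 SD, set per campaign, cut at about 52% in these data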;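 note: 0% = DMSO treated cells and 100% = cells given Gossypol at 36 µM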
Numbers without * were called inactive; ? = inconclusive; nt = not tested or not shown. This is a subset; count on the stated rates, not on these rows.

SMILES | HTR2A ag | TLR9-MyD88 inh | Cardio protect | MC4R antagonist | ABCB6 inh 2 | N-glyco inh | NOD2-RIPK2 inh | ABHD5-PLIN5 inh | MC4R ag barr | NCOA2 inhibitor
C=CCN1C(=O)C(CC(=O)Nc2ccccc2)SC1=Nc1ccc(S(N)(=O)=O)cc1 (centres undefined) | 1 | 5 | 5 | 0 | 106 | -3 | 5 | 2 | -1.4 | -8
COc1ccccc1N1CCN(C(=O)c2cc(C)oc2C)CC1 | 1 | -5 | 13 | -7 | 92 | 3 | -13 | 2 | 2.9 | -39
CC(C)S(=O)(=O)c1ccc(C(=O)Nc2ccc(F)cc2F)cn1 | -3 | -5 | 2 | 1 | 106 | -1 | 0 | 5 | -2.9 | -18
CCOc1cc(C#N)c(NC(=O)CSc2nnnn2-c2ccc(OC)cc2)cc1OCC | -3 | 7 | -5 | -4 | 94 | -2 | -10 | 1 | -0.4 | -32
CCN(CC)c1cccc(OC2=NS(=O)(=O)c3ccccc32)c1 | -5 | -12 | -2 | 3 | 113 | -1 | -5 | 11 | 0.1 | 9
CC1=CC(C)(C)NC(=S)N1c1cccc2cc(S(=O)(=O)O)ccc12 | -4 | -7 | -4 | -1 | 104 | -1 | 0 | -43 | -0.7 | 1
CCCNC(=S)N1CC2(C)CN(C(=O)C(=O)OC)CC(C)(C1)C2=O | -1 | -7 | -2 | 3 | 103 | 1 | 0 | 1 | -3.7 | -32
O=C1C(=O)c2ccccc2C(O)=C1C1CCC(c2ccc(Cl)cc2)CC1 (centres undefined) | 1 | 5 | -43 | 2 | 107 | 3 | -3 | -6 | -1.0 | 12
COc1ccc(N(C(C)C(=O)N/N=C/c2ccc(OC(C)C)cc2)S(C)(=O)=O)cc1 (centres undefined) | 3 | -7 | -4 | -2 | 110 | 2 | -13 | -4 | -0.6 | -9
Cc1ccc(C)c(N2CCN(C(=O)c3ccccc3Br)CC2)c1 | -2 | 4 | -6 | 9 | 85 | -3 | 9 | -3 | 2.5 | 9
O=C(COc1ccccc1O)c1cccs1 | -2 | 10 | 2 | 7 | 94 | 0 | 3 | -3 | -0.5 | -25
CCC1([N+](=O)[O-])COC(C=Cc2ccccc2)OC1 (centres undefined) | -2 | 0 | -8 | 9 | 103 | -1 | -4 | 0 | -0.9 | -8
COc1ccc(CN2C(=O)c3cccnc3C2=O)cc1S(=O)(=O)NCc1ccc(C)cc1 | 0 | -7 | 8 | 17 | 104 | 2 | 12 | -9 | -2.8 | -9
CN(Cc1ccccc1)C(=O)c1ccc(NC(=O)c2ccccc2)cc1 | 1 | -3 | -5 | 14 | 104 | 0 | -1 | -2 | 0.1 | -23
CC(C)(C)C1CCc2c(C(=O)N/N=C/c3cccs3)csc2C1 (centres undefined) | 3 | -2 | -7 | 17 | 103 | 0 | -1 | -12 | 6.6 | -19
NC(=O)C1CCN(CC(=O)NCc2ccccc2)CC1 | -2 | -12 | 5 | 9 | 91 | 1 | -11 | 3 | -2.1 | -4
Cc1ccc(NC(=O)COC(=O)CCC(=O)c2cccs2)cc1C | -4 | -6 | -9 | 6 | 99 | 1 | 3 | -3 | -2.4 | -17
COc1ccc(S(=O)(=O)N2CCC3(CC2)OCCO3)cc1 | -5 | 0 | -6 | 0 | 106 | 1 | 1 | 4 | -2.0 | -2
Cc1nc(C)c(N)c(=O)[nH]1 | -1 | 8 | -4 | 1 | 101 | 1 | -1 | 3 | 0.1 | -19
O=S1(=O)N[C@@H](Cc2ccccc2)COc2cccc(N3CCC[C@@H]3CO)c21 | 3 | nt | nt | nt | 96 | nt | -9 | 1 | nt | 15

Shown with two lines to a compound: entries from further up
Under each structure: HTR2A ag, TLR9-MyD88 inh, Cardio protect, MC4R antagonist, ABCB6 inh 2, N-glyco inh, NOD2-RIPK2 inh, ABHD5-PLIN5 inh, MC4R ag barr, NCOA2 inhibitor
COc1ccccc1N1CCN(C(=O)c2cc(C)oc2C)CC1
 : 1, -5, 13, -7, 92, 3, -13, 2, 2.9, -39
CC(C)S(=O)(=O)c1ccc(C(=O)Nc2ccc(F)cc2F)cn1
 : -3, -5, 2, 1, 106, -1, 0, 5, -2.9, -18

Further structures.
SMILES | HTR2A ag | TLR9-MyD88 inh | Cardio protect | MC4R antagonist | ABCB6 inh 2 | N-glyco inh | NOD2-RIPK2 inh | ABHD5-PLIN5 inh | MC4R ag barr | NCOA2 inhibitor
Cc1cc(C)nc(NS(=O)(=O)c2ccc(NC(=O)CCCN3C(=O)c4ccccc4C3=O)cc2)n1 | -4 | -1 | 1 | -1 | 99 | 0 | -3 | 0 | -1.8 | -10
COc1ccc(/[N+]([O-])=C/c2ccco2)cc1 | 5 | -3 | -3 | 1 | 105 | 1 | -1 | -1 | -0.4 | -48
O=C(c1ccc(F)cc1)N1CCC2(CC1)NCCc1[nH]cnc12 | -3 | 5 | 7 | 5 | 101 | 0 | -1 | 1 | -1.3 | -9
CCN(CC)c1ccc(/C=N/NC(=S)NCc2ccc(OC)cc2)cc1 | 2 | -4 | -4 | 0 | 100 | -2 | 11 | -10 | -2.0 | -12
COc1ccccc1/C=C1\NC(=S)N(CC2CCCO2)C1=O (centres undefined) | 3 | 1 | 9 | -13 | 103 | 4 | 1 | 4 | -1.9 | -18
Cc1nn2cc(-c3cccc(Cl)c3)cnc2c1Br | -2 | -4 | -18 | -13 | 96 | 16 | 1 | 6 | 3.3 | -15
Cc1nc2ncnn2c(C)c1CCC(=O)N1CCc2ccccc21 | 3 | 3 | 2 | 14 | 103 | 1 | 8 | 0 | 0.2 | 5
COc1cccc(NC(=O)CN(C)C(=O)c2cc3ccccc3cc2OC)c1 | -12 | -7 | 1 | 1 | 100 | 2 | -3 | 8 | -0.5 | -24
C#CCn1c(=NC(=O)c2ccccc2[N+](=O)[O-])sc2cc(S(C)(=O)=O)ccc21 | 4 | 2 | -7 | -1 | 87 | -1 | -4 | -5 | 2.5 | 3
CC(C)c1ccc(C(C)NCCS(=O)(=O)c2ccc(Br)cc2)cc1 (centres undefined) | 4 | -1 | -2 | 1 | 99 | -1 | -5 | -3 | 3.0 | -3
C=CCn1c(-c2ccccc2)nc(=S)c2c1CC(C)(C)OC2 | 1 | -2 | -4 | 11 | 96 | 0 | -4 | -3 | 0.9 | 7
Cc1cc2c(cc1C)NC(c1c(C)n(C)n(-c3ccccc3)c1=O)C1=C(CC(C)(C)CC1=O)N2 (centres undefined) | 4 | 9 | 10 | -10 | 123 | 4 | 7 | -16 | 1.3 | -10
COC(=O)CSc1nc(SC)nc2c1sc1nc(-c3ccco3)c3c(c12)CC(C)(C)OC3 | 8 | -6 | 1 | 13 | 96 | 1 | 3 | 6 | -0.4 | 12
CC(C)NC(=O)NC(=O)COC(=O)c1ccc([N+](=O)[O-])cc1Cl | 0 | 2 | 0 | -4 | 101 | 0 | -12 | -6 | -3.0 | -7
CCCCSc1nsc(NC(C)=O)n1 | 1 | -4 | -6 | -3 | 98 | -5 | -1 | 3 | 0.1 | -13
CCc1ccc(-c2ccc(C(=O)C(F)(F)F)[nH]2)cc1 | 3 | -10 | -3 | 1 | 99 | -5 | -6 | -10 | 0.3 | -51
CN(C)c1ccc(NC(=S)c2ccc3ccccc3n2)cc1 | -1 | 4 | -14 | -6 | 108 | -1 | -2 | 0 | -2.6 | -23
Cc1occc1-c1nnc(SCC(=O)NCCc2ccccc2)o1 | 1 | 1 | 4 | 6 | 96 | 0 | -9 | -1 | -0.7 | -37
NC(=O)CSc1oc(-c2ccco2)nc1S(=O)(=O)c1ccccc1 | 3 | -9 | 3 | 6 | 102 | -1 | -6 | 10 | -0.9 | -19
Cc1nc2ccccc2n1C(C)c1ccccc1 (centres undefined) | 0 | 7 | -3 | 4 | 107 | 0 | 2 | -6 | -1.8 | 19
Cc1ccc(N2C=Nc3ccc(C)c4nc(C)cc2c34)cc1 | -4 | 1 | 5 | -5 | 101 | 2 | 6 | 0 | -1.4 | -14
CC(C)C(=O)Nc1cccc(COc2ccc(CN(Cc3ccccc3)C(=O)OC(C)(C)C)cc2)c1 | 0 | 1 | -8 | 9 | 95 | -6 | -1 | -6 | 2.6 | 2
CC(C)C[C@@H](CN)NC(=O)c1nc[nH]c1C(=O)N[C@@H](Cc1c[nH]c2ccccc12)C(=O)CNC[C@H](C)NC(=O)c1nc[nH]c1C(=O)N[C@@H](C)C(=O)O | 4 | 3 | -5 | 4 | 101 | 3 | 0 | 1 | -0.7 | -2
O=C(CN1C(=O)NC2(CCCC2)C1=O)N1CCN(c2ccc(C(F)(F)F)cc2[N+](=O)[O-])CC1 | 3 | 0 | -3 | 6 | ? | 0 | -7 | -15 | -0.1 | 2
O=C(Nc1ccccc1)c1cc(Cl)nc2ccccc12 | -5 | 8 | 1 | 13 | 95 | 0 | 8 | 2 | -1.9 | -34
Cc1ccc2cc(C(c3nnnn3CC3CCCO3)N3CCCC4(CCCCC4)C3)c(=O)[nH]c2c1 (centres undefined) | 4 | -3 | -8 | -8 | 111 | 1 | -7 | -6 | 0.5 | -6
COc1ccc(C(=O)N2CCN(C(C)=O)CC2)cc1S(=O)(=O)N1CCOCC1 | 3 | -3 | 0 | -6 | 96 | 2 | -3 | 1 | -4.3 | -51
CCOC(=O)C1=C(c2ccccc2)N=C2SCC(=O)N2C1c1ccc(OCC)c(OCC)c1 (centres undefined) | 5 | -14 | 4 | 11 | 103 | -2 | 4 | 5 | -1.7 | 4
CCC(CC)C(=O)NCCc1ccc(S(N)(=O)=O)cc1 | 1 | -11 | 6 | -4 | 95 | 2 | -7 | -1 | -2.4 | -13
CC(C)(C)c1ccc(C(=O)Nc2ccc(N3CCOCC3)cc2)cc1 | -4 | 3 | -1 | -4 | 99 | -4 | -10 | -7 | -0.3 | 12
O=C(NN1CCN(Cc2ccccc2Cl)CC1)c1ccc(Br)cc1 | -2 | 0 | -14 | 4 | 96 | 0 | 9 | 1 | -0.6 | 15
Cc1cnc(C(=O)Nc2nnc(C(C)C)s2)cn1 | -4 | 1 | 0 | -3 | 93 | -4 | 0 | 5 | -1.2 | -129
COc1cc(/C=N/N2CCCCC2)cc([N+](=O)[O-])c1O | -9 | -9 | 4 | -8 | 98 | 0 | -2 | 1 | -0.9 | -16
